# From PubChem
# tuberculosis growth: growth inhibition of non-replicating M. tuberculosis (AID 488890) | Mycobacterium tuberculosis non-replicating, growth inhibition; higher % means a stronger effect | inhibition, % at 25 µM, or IC50 in µM where a hit was titrated | hit rate 0.39% among 320,000; in the data active = a potency from the dose series; inconclusive = inhibition mostly from about 82% at the one dose, without a potency; inactive = the rest, 99 in 100 with inhibition below about 76%;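 also: plate controls were DMSO cells for no effect and high antibiotic wells for full effect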
# influenza NS1A: H1N1 influenza NS1A inhibitors, functional cell based assay (AID 504329) | inhibition, % at 12.5 µM, or IC50 in µM where a hit was titrated | NS1A functional cell-based assay, percent inhibition; higher % means a stronger effect | hit rate 0.3% among 340,000; in the data active = a potency from the dose series; inconclusive = inhibition above about 27% without an active follow-up result; also: strong numbers were not always called active
# VEEV TC-83 Vero: inhibitors of VEEV TC-83 cytopathic effect, confirmation, Vero cells (AID 588727). Vero cells, VEEV TC-83 cytopathic effect inhibition; higher % means a stronger effect. hit rate 0.13% among 350,000. one-dose inhibition, % at 20 µM; IC50 in µM for titrated hits; in the data active = a potency from the dose series; inconclusive = inhibition mostly from about 14% at the one dose, without a potency; inactive = the rest, 99 in 100 with inhibition below about 12%; also: strong numbers were not always called active
# M. tuberculosis HTS: M. tuberculosis growth inhibition, HTS (AID 449762) | M. tuberculosis H37Rv growth inhibition, 7H9 media; higher % means a stronger effect | inhibition, % at 25 µM; hits with a dose series show IC50 in µM | hit rate 0.59% among 330,000; in the data active = a potency from the dose series; inconclusive = inhibition above about 70% without an active follow-up result;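 also: bacterial growth assessed after seven days of incubation; strong numbers were not always called active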
# PhoP GFP inhibition: PhoP regulon inhibitors, Salmonella typhi PhoP promoter GFP reporter, confirmatory (AID 1850); hit rate 0.33% among 310,000; Salmonella Typhi PhoP-promoter GFP reporter, fluorescence, 4 h; higher % means a stronger effect; one-dose inhibition, % at 50 µM; IC50 in µM for titrated hits; in the data active = a potency from the dose series; inconclusive = inhibition mostly from about 25% at the one dose, without a potency; inactive = the rest, 99 in 100 with inhibition below about 19%;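 also: 0% = induced wells with vehicle and 100% = uninduced wells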
# VEEV TC-83 Vero 10K pilot screen: recorded beside VEEV TC-83 Vero, whose call it bears; inhibition, %; measured here: 10K pilot screen inhibition
# An asterisk follows results filed as active; i = inactive; ? = inconclusive; · = no result given. Compounds were not picked by outcome; overall some 1.6% were active at least once.
SMILES,tuberculosis growth,influenza NS1A,VEEV TC-83 Vero,M. tuberculosis HTS,PhoP GFP inhibition,others
Cc1ccc(CNC(=O)CNS(=O)(=O)c2ccc3nc(C)sc3c2)cc1,6%,-5%,i,-1%,7%,
CCOC(=O)C(=CNc1cc(C)nn1-c1ccccc1)C(=O)OCC,-4%,8%,1.2%,0%,-2%,
CCCCN1C(=O)C(NC(C)=O)c2cc(Br)ccc21 (stereo unspecified),34%,1%,3.0%,2%,-5%,
O=C(NCCC(=O)N1CCCC(C(F)(F)F)C1)c1ccccc1Cl (stereo unspecified),0%,-9%,0.7%,-2%,-8%,
CCOC(=O)NNc1ccc(C(F)(F)F)cn1,-1%,-23%,0.6%,0%,-4%,
CCOC(=O)C1C(C)=CC(=O)CC1c1ccco1 (stereo unspecified),-9%,-24%,2.5%,-4%,-1%,
Nc1nc(Nc2ccccc2)sc1C(=O)c1ccccc1,16%,7%,?,48%,1%,
COC(=O)c1ccc(CN2CCCC(C(=O)Nc3cccc(-n4cccn4)c3)C2)cc1 (stereo unspecified),14%,8%,i,65%,-16%,
CC1CCCN(C(=S)Nc2ccc(F)cc2)C1 (stereo unspecified),2%,-19%,1.6%,0%,-1%,
Cc1cc(C)c2c(c1)/C(=N/NS(=O)(=O)c1ccc(Br)cc1)CCC2,-14%,-5%,2.1%,-5%,4%,
CC(=O)Nc1cccc(NC(=O)C2CC(=O)N(CCc3ccc(F)cc3)C2)c1 (stereo unspecified),-1%,8%,0.7%,1%,-2%,
COc1ccc(OC)c(/C=N/NC(=O)CC(=O)NC2CCCCC2)c1,-8%,2%,1.8%,-1%,5%,
CC1=C(C(=O)OCc2ccc(C)cc2)C(c2ccc(O)c([N+](=O)[O-])c2)NC(=O)N1 (stereo unspecified),51%,4%,i,4%,-7%,
Clc1ccc(CN2CCN(/N=C/c3cccnc3)CC2)cc1,16%,-2%,1.2%,0%,9%,
COC(=O)c1c(C(=O)OC)c(-c2ccc(C)cc2)n2c1CS(=O)C2 (stereo unspecified),5%,-18%,0.9%,5%,0%,
Cc1cccc(NC(=O)NCC(c2cccnc2)N2CCOCC2)c1 (stereo unspecified),49%,14%,6.8%,-1%,-7%,
O=C(Nn1c(=S)[nH]c2ccccc2c1=O)c1ccncc1,-10%,8%,0.6%,4%,0%,
CC1CN(c2nc(Nc3ccccc3)nc(N)c2[N+](=O)[O-])CC(C)O1 (stereo unspecified),11%,-4%,7.2%,-1%,1%,
CN(C(=O)c1ccc(NC(=O)Cc2cccc(NC(=O)C3CCN(C(=O)CCc4ccccc4)CC3)c2)cc1)C1CCCC1,28%,9%,2.5%,-2%,·,
COc1ccc(/C=C/C(=O)NCc2cnn(C)c2C)cc1COc1ccc(Br)cc1,6%,-3%,0.9%,34%,1%,
CCCCC(=O)Nc1cccc(C(C)O)c1 (stereo unspecified),-7%,·,·,-1%,-10%,
CCN(CC)C(=O)c1nc[nH]c1C(=O)N1CCC(C)CC1,5%,14%,i,0%,·,
CN(c1ccc([N+](=O)[O-])cc1C(N)=O)C1CCCCC1,-5%,-1%,0.9%,-3%,5%,
CCN1CCCC1CNC(=O)CN1C(=O)COc2ccc(C)cc21 (stereo unspecified),·,-2%,i,-5%,-14%,
COc1cc(S(=O)(=O)N2CCN(c3ccccc3)CC2)ccc1F,-14%,-2%,0.7%,0%,3%,
COc1ccc(N(C(=O)c2snc(C(N)=O)c2N)C(C(=O)NCc2ccccc2)c2ccc(O)cc2)cc1 (stereo unspecified),·,-5%,1.5%,·,·,
O=C(Nc1ccc(NC(=O)c2ccccc2F)cn1)c1ccco1,1%,4%,2.1%,5%,5%,
NC12CN3CN(CN(C3)C1)C2 (tested in a mixture with another compound),-13%,-4%,1.6%,-7%,17%,
O=C(COc1cccc(-n2cnnn2)c1)Nc1ccccc1,1%,11%,1.1%,-3%,3%,
CCOC(=O)c1cn(CC(=O)Nc2ccc(C)cc2)nn1,-1%,0%,2.4%,8%,-12%,
O=C(Nc1cccc(S(=O)(=O)N2CCOCC2)c1)c1ccccc1[N+](=O)[O-],9%,0%,i,-7%,·,
CCOC(=O)Cc1csc(NC(=O)c2c(-c3c(Cl)cccc3Cl)noc2C)n1,51%,-7%,6.0%,-4%,2%,
O=C(N/N=C\c1ccc(COc2ccc([N+](=O)[O-])cc2)o1)c1ccc(Cl)cc1,24%,2%,12%,?,-2%,
Cc1cc(N2CCC(C)CC2)nc(-n2nc(C)cc2C)n1,0.83µM*,-9%,0.5%,<0.2µM*,13%,
Nc1cc(-c2ccccc2)nn1Cc1ccccc1,3%,-2%,0.4%,4%,3%,
CC(C)CNC(=O)C1CCCN(C(=O)NCc2ccccc2)C1 (stereo unspecified),-1%,8%,4.1%,-1%,2%,
CCN(CC)CCCNc1nc2cc(OC)c(OC)cc2c2nc(-c3cccnc3)nn12,?,4%,11%,?,-4%,
O=c1c2ccccc2sn1-c1ccccc1,6.8µM*,-9%,i,?,-4%,
Cc1ccc(C)c(OCc2cc(C(=O)NC(C)c3cnn(C)c3)no2)c1 (stereo unspecified),8%,-1%,0.8%,-2%,5%,
O=C(CC1CC2CCC1C2)OCC(=O)c1c[nH]c2ccccc12 (stereo unspecified),4%,3%,0.7%,6%,17%,
CCCCOc1ccc(C(=O)NCCCC(=O)N2CCCCC2)cc1,30%,8%,i,-7%,-2%,
COc1ccc(C)cc1NCc1ccc([N+](=O)[O-])cc1,0%,4%,0.7%,-4%,4%,
C=CCc1c(C)nc2c(C(=O)O)cnn2c1C,-7%,-2%,i,0%,-5%,
NS(=O)(=O)c1ccc2nc(NC(=O)C3CCCO3)sc2c1 (stereo unspecified),1%,-5%,0.6%,1%,-8%,
COc1ccc(CNC(=O)CCC(=O)Nc2nnc(CC(C)C)s2)cc1,-1%,-12%,1.3%,10%,4%,
COc1ccccc1-c1nnc(SCC(=O)NCc2ccco2)n1N,4%,4%,5.6%,-5%,9%,
COc1cc(/C=C/c2ccc3c([N+](=O)[O-])cccc3n2)ccc1OCC(=O)O,1.8µM*,-7%,1.1%,?,3%,
Cc1sc2ncn(CC(=O)NCc3ccccn3)c(=O)c2c1S(=O)(=O)N1CCOCC1,-15%,-6%,7.2%,3%,3%,
C#CCOCCOCCOCCNc1nc(N2CCN(C(=O)[C@H](C)n3cc(CCCN=C(N)N)nn3)CC2)nc(N2CCN(C(=O)[C@H](Cc3ccc(O)cc3)n3cc(CCO)nn3)CC2)n1,27%,·,·,-2%,-3%,
O=C(Oc1ccccc1C(=S)N1CCOCC1)c1cccc([N+](=O)[O-])c1,5%,5%,i,-5%,8%,
CC(C)OC(=O)/C(C#N)=C/c1cn(Cc2ccccc2)c2ccccc12,67%,0%,3.9%,-1%,1%,
COc1cc2cnc(-c3ccccc3)c(-c3ccc([N+](=O)[O-])cc3)c2cc1OC,18%,22%,9.9%,7%,·,
O=C(Nc1nc(-c2cccs2)c(C(=O)C(F)(F)F)s1)c1ccco1,30%,-6%,i,3%,11%,
COC(C[C@@H]1O[C@H]1[C@H](O)COCc1ccccc1)OC,·,0%,0.5%,·,·,
COC(=O)C1=CO[C@@H](O[C@@H]2O[C@H](CO)[C@@H](O)[C@H](O)[C@H]2O)C2C1CC(O)O[C@H]2C (stereo partly specified),5%,-4%,0.2%,0%,·,VEEV TC-83 Vero 10K pilot screen=1.2
CCn1c(SCc2ccc(OC)cc2)nnc1-c1ccncc1,-11%,2%,1.8%,5%,-10%,
COc1cc(Br)c(CC(=O)NNC(=O)c2ccc(F)cc2)cc1OC,-5%,-2%,2.5%,-6%,·,
CCOc1ccc(NC(=O)CN(C)C(=O)c2ccc(C)o2)cc1OCC,-1%,-4%,0.9%,7%,-6%,
O=C(COC(=O)c1cc(Cl)ccc1O)NNC(=O)c1ccccc1F,22%,-18%,5.4%,-4%,·,
O=C1Nc2ccc(F)cc2C12OCCO2,5%,4%,i,2%,-4%,

# Remaining list, next part
SMILES,tuberculosis growth,influenza NS1A,VEEV TC-83 Vero,M. tuberculosis HTS,PhoP GFP inhibition,others
Cc1[nH]c(=O)[nH]c(=O)c1S(=O)(=O)Nc1ccc(F)c([N+](=O)[O-])c1,-15%,-18%,3.9%,5%,9%,
COc1ccc(C(C)NC(=O)C23CC4CC(CC(C4)C2)C3)cc1 (stereo unspecified),-8%,-63%,0.1%,-7%,7%,
CCN(CC)C(=O)CSc1nsc(SCC(=O)N(CC)CC)c1C#N,-3%,16%,2.8%,-2%,12%,
COCC(C)n1c(C)cc(C(=O)COC(=O)CN=C2NS(=O)(=O)c3ccccc32)c1C (stereo unspecified),4%,-5%,0.2%,7%,3%,
CCOCCCn1c(=S)[nH]c2cc(C(=O)N3CCOCC3)ccc2c1=O,-6%,-1%,0.3%,-15%,-9%,VEEV TC-83 Vero 10K pilot screen=0.0
O=C(NCc1cccs1)C1CC(=O)N(C2CCCC2)C1 (stereo unspecified),0%,-4%,0.1%,3%,6%,
Cc1nn(CCCC(=O)NC2CCC(C)CC2)c(=O)c2nn(-c3ccccc3)c(C)c12 (stereo unspecified),4%,-7%,0.2%,-6%,8%,
O=[N+]([O-])c1cncc([N+](=O)[O-])c1Nc1cccc(O)c1,i,-3%,2.2%,7%,8%,
CC1CCCCC1NC(=O)COc1ccc(-n2cnnn2)cc1 (stereo unspecified),27%,-2%,0.1%,7%,-9%,
O=C(Cc1ccccc1)NN=Cc1ccccc1,·,-5%,0.7%,·,·,
CCC(=O)c1ccc(N2CCN(C(=O)c3cccc(F)c3)CC2)c(F)c1,34%,6%,i,26%,-5%,
Cc1ccc(-n2c(SCC(=O)NCC3CCCO3)nc3n[nH]c(C)c3c2=N)cc1Cl (stereo unspecified),28%,0%,7.8%,-5%,-1%,
Cn1c(Cn2c3ccccc3c3ccccc32)n[nH]c1=S,-18%,-1%,1.0%,-5%,2%,
C(=Nc1cccc2c(N=Cc3ccco3)cccc12)c1ccco1,7%,19%,0.1%,-9%,-9%,
O=c1ccc(-c2ccccc2)nn1Cc1ccccc1F,40%,-1%,i,5%,1%,
CC(=O)N1CCN(C(=O)CSc2nnc(C)n2-c2ccccc2)CC1,4%,-6%,1.1%,1%,5%,
Cc1cc2cc3c(cc2nc1SCC(=O)Nc1nc(C)c(C)s1)OCO3,4%,-2%,2.5%,-1%,-8%,
Cc1ccc(NC(=O)Cn2nnc3ccccc32)cc1,-15%,·,1.2%,2%,4%,
CCCc1cc(=O)oc2c(C)c(OCC(=O)Nc3ccc(CN4CCOCC4)cc3)ccc12,29%,6%,0.4%,20%,2%,
C=CCSc1ncccc1C(=O)NCc1ccccc1,6%,-4%,i,-3%,8%,

# Six structures already listed, sorted by heavy-atom count, smallest number first.
SMILES,tuberculosis growth,influenza NS1A,VEEV TC-83 Vero,M. tuberculosis HTS,PhoP GFP inhibition,others
CC1CCCN(C(=S)Nc2ccc(F)cc2)C1 (stereo unspecified),2%,-19%,1.6%,0%,-1%,
Nc1cc(-c2ccccc2)nn1Cc1ccccc1,3%,-2%,0.4%,4%,3%,
COc1ccc(C)cc1NCc1ccc([N+](=O)[O-])cc1,0%,4%,0.7%,-4%,4%,
Cc1[nH]c(=O)[nH]c(=O)c1S(=O)(=O)Nc1ccc(F)c([N+](=O)[O-])c1,-15%,-18%,3.9%,5%,9%,
O=C(Nc1nc(-c2cccs2)c(C(=O)C(F)(F)F)s1)c1ccco1,30%,-6%,i,3%,11%,
O=C(Oc1ccccc1C(=S)N1CCOCC1)c1cccc([N+](=O)[O-])c1,5%,5%,i,-5%,8%,

# More results:
SMILES,tuberculosis growth,influenza NS1A,VEEV TC-83 Vero,M. tuberculosis HTS,PhoP GFP inhibition,others
C=CCc1ccccc1OCCn1nnc2ccccc21,69%,1%,i,2%,-7%,
O=c1cc(N/N=C/c2ccccc2)[nH]c(=O)[nH]1,1%,-21%,i,0%,-4%,
COc1ccc(C(=O)NC(=S)NNC(=O)c2ccncc2)cc1Br,?,-7%,3.4%,?,·,
CCn1nc(CC(=O)Nc2nnc(CC(=O)N3CCCCC3)s2)c2ccccc2c1=O,·,-1%,0.1%,·,·,
CCCCn1c(N)c(N(CCOC)C(=O)COC(=O)CCOc2ccccc2C)c(=O)[nH]c1=O,-9%,-5%,0.1%,-8%,4%,
CCCCN(CCCC)CCNC(=O)CN1C(=O)COc2ccc(S(=O)(=O)N3CCOCC3)cc21,30%,-2%,0.5%,8%,4%,

# By substructure, the entries above containing a COOH group.
SMILES,tuberculosis growth,influenza NS1A,VEEV TC-83 Vero,M. tuberculosis HTS,PhoP GFP inhibition,others
C=CCc1c(C)nc2c(C(=O)O)cnn2c1C,-7%,-2%,i,0%,-5%,
COc1cc(/C=C/c2ccc3c([N+](=O)[O-])cccc3n2)ccc1OCC(=O)O,1.8µM*,-7%,1.1%,?,3%,
